Assay outcomes: PubChem, Sanford-Burnham Center for Chemical Genomics
APOBEC3A inh = blocks human APOBEC3A ssDNA deamination | actives 0.41% (n = 330,000) | AID 493011 | recombinant A3A, FAM/TAMRA ssDNA deamination fluorescence | P31941 | inhibition, % at 20 µM;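 active = at least 40% inhibition at 20 µM here, with at most 30% in a related deaminase screen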;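 also: plate controls were A3A with DMSO for no effect and wells lacking A3A enzyme for full effect; some results filed as inactive read as strong as hits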
mIAP inh = blocks mouse intestinal alkaline phosphatase | purified mouse IAP, CDP-Star luminescence, 30 min | inhibition, % at 10 µM | actives 0.2% (n = 330,000);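 active = inhibition of at least 40% at 10 µM in the primary screen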;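 also: plate controls were DMSO with enzyme for no effect and no enzyme wells for full effect; values of inactives mirror those of a sister screen read the other way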
hIAP block = human IAP inhibition. actives 0.12% (n = 330,000). inhibition, % at 10 µM. P09923. AID 2544. purified IAP, CDP-Star luminescence, 30 min;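 active = inhibition reaching a set limit with compound at 10 µM in the primary screen, cut at about 35% in these data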;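 also: plate controls were DMSO wells with enzyme for no effect and no-enzyme buffer wells for full effect; values of inactives mirror those of a sister screen read the other way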
Target sequence (P09923 whole entry, looked up): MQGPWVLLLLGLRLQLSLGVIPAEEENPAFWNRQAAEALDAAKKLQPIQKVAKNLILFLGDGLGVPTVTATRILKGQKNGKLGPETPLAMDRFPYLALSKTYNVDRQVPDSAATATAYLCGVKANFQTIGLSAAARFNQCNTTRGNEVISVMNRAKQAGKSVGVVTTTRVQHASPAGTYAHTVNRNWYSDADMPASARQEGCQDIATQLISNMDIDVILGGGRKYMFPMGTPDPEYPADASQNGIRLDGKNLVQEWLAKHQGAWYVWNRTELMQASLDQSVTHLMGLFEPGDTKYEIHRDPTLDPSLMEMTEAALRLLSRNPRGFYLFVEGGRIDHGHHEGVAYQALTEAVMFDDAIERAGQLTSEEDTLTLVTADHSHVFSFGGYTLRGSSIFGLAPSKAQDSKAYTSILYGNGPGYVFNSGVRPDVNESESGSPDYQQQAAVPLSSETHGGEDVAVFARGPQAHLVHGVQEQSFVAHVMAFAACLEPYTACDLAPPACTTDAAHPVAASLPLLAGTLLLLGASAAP
APOBEC3G inh = blocks human APOBEC3G single-stranded DNA deamination. Q9HC16. recombinant A3G, ssDNA deamination FAM/TAMRA fluorescence. inhibition, % at 20 µM. actives 0.28% (n = 330,000);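 active = inhibition of at least 40% at 20 µM, with no more than 30% in the related APOBEC3A deaminase screen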;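 also: plate controls were DMSO wells with A3G for no effect and wells lacking A3G enzyme for full effect; some compounds called inactive have numbers as strong as hits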
Target sequence (Q9HC16 whole entry, looked up): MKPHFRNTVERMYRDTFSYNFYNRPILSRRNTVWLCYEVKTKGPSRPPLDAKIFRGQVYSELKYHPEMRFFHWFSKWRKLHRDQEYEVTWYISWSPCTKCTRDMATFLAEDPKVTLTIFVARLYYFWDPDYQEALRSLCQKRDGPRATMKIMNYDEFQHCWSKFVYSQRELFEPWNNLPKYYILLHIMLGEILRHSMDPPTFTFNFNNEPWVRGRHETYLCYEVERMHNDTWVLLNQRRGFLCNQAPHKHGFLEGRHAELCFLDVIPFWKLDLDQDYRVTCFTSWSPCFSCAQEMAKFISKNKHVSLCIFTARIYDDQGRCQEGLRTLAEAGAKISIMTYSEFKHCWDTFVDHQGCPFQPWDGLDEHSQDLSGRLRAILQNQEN
TIM10 inh = TIM10 yeast growth inhibition. S. cerevisiae TIM10 strain growth, BacTiter-Glo luminescence, 24 h. actives 1.4% (n = 330,000). inhibition, % at 10 µM;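 active = inhibition of 40% or more at the single tested concentration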;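 also: wild-type TIM10 isogenic control strain grown at permissive 25 °C; 0% = DMSO yeast wells and 100% = minimal medium wells without yeast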
MIN6 prolif = MIN6 beta-cell proliferation induction. MIN6 cells proliferation, ATPlite luminescence, 48 h; cells starved in 0.2% serum; 100% = growth in 10% serum. actives 0.29% (n = 330,000). AID 2380. proliferation, % at 10 µM;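 active = compounds whose signal lies at least 3.5 SD above the mean of all wells on their plate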;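 also: 0% = DMSO-treated cells in low-serum medium and 100% = 10% serum control; some compounds called inactive have numbers as strong as hits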
tim10-1 inh = growth inhibitors of tim10-1 mutant yeast; S. cerevisiae tim10-1 ts strain growth, BacTiter-Glo, 24 h; inhibition, % at 20 µM; actives 2.2% (n = 330,000);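 active = inhibition of at least 40%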;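 also: mutant grown at 25 °C; 0% = DMSO wells with yeast and 100% = wells holding no yeast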
mIAP activ = increases mouse intestinal alkaline phosphatase activity. actives 0.24% (n = 330,000). muIAP, CDP-Star luminescence, 30 min; active compounds read high; 1 = vehicle-only enzyme signal, 0 = enzyme-free wells. activation factor at 10 µM;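 active = activation factor of at least 2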; also: the source names both 10 and 20 µM as test concentration; values of inactives mirror those of a sister screen read the other way
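System: mouse IAP enzyme. Reagent: CDP-Star chemiluminescent phosphatase substrate. Benchmarks: DMSO wells, no-enzyme wells. Times: 30 min enzyme-substrate-compound incubation at room temperature. Detection: luminescence from enzymatic CDP-Star hydrolysis. Doses: test compounds delivered from DMSO solution.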
NLRP3 yeast inh = blocks the NALP3 inflammasome reconstituted in yeast. Yeast reconstituted NLRP3/ASC/caspase-1, beta-gal luminescence, 24 h. inhibition, % at 10 µM. actives 0.39% (n = 330,000). AID 2825;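 active = inhibition of 50% or more; inactive = inhibition below 50%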;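 also: plate controls were induced DMSO wells for no effect and uninduced yeast grown without galactose for full effect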
* = called active by the depositor; · = not tested or not shown.

(1) O=C(COc1ccc(F)cc1)c1ccc2c(c1)CCCC2
(2) CCN(CC(=O)NC1CCCC1)S(=O)(=O)c1ccc(F)cc1
(3) CCS(=O)(=O)N1Cc2ccccc2CC1C(=O)Nc1ccc(OC)cc1OC (stereo not given)
(4) CC1CCCCC1NC(=O)COC(=O)c1ccc([N+](=O)[O-])o1 (stereo not given)
(5) O=C(Nc1c2c(nn1-c1ccccc1)CS(=O)C2)c1ccco1 (stereo not given)
(6) Cc1ccc(C(=O)O/N=C/c2ccc3c(c2)OCO3)cc1
(7) COc1ccc(NC(=S)NCCCN2CCN(C3CCCCC3)CC2)cc1
(8) CC(=O)c1ccc(NC(=O)NNS(=O)(=O)c2ccc([N+](=O)[O-])cc2)cc1
(9) CCN(CC)c1ccc(C2C(C(C)=O)C(=O)CC(C)(O)C2C(C)=O)cc1 (stereo not given)
(10) COc1cccc(NC(=O)c2cc(-c3ccco3)nc3ccccc23)c1
assay / entry	1	2	3	4	5	6	7	8	9	10
hIAP block	13	20	-14	9	18	9	7	-17	9	-12
APOBEC3G inh	-5	0	-7	-6	5	3	0	13	-4	12
tim10-1 inh	4	5	21	-71	1	20	15	-3	6	23
APOBEC3A inh	-3	4	-3	1	-1	-2	-1	3	-5	20
mIAP activ	0.88	1.1	1.1	0.95	1	1	1	1	0.92	0.84
NLRP3 yeast inh	22	18	2	16	9	12	-3	3	-11	15
mIAP inh	12	-8	-6	5	-1	-1	-3	-4	8	16
TIM10 inh	4	-5	2	-116	-11	6	2	22	8	4
MIN6 prolif	2	-3	3	2	-3	2	0	7	-2	-2

(11) O=S(=O)(c1ccc2c(c1)C(=NO)c1cc(S(=O)(=O)N3CCCCC3)ccc1-2)N1CCCCC1
(12) CNC(=O)c1c(C)nc(SCC(=O)NCc2ccc(OC)cc2)c(C#N)c1-c1ccco1
(13) CCOC(=O)C1=CNS(=O)(=O)NC1c1cccc(O)c1 (stereo not given)
(14) O=S(=O)(Nc1ncnc2sc3c(c12)CCC3)c1cc(F)ccc1F
(15) Cc1cc([N+](=O)[O-])nn1CCCC(=O)Nc1sc2c(c1C(N)=O)CCCC2
(16) CN(c1ccc(C(=O)N2CCCCC2)cc1)S(C)(=O)=O
(17) O=C(Nc1ccc(F)cc1)Nc1nnc(-c2ccccc2)o1
(18) CCOc1ccc2nc(/N=C/c3nc(-c4ccccc4)oc3O)sc2c1
(19) C=CCn1c(SCCOc2ccccc2)nnc1C(C)NC(=O)c1ccccc1 (stereo not given)
(20) O=C(NCc1ccc(F)cc1)c1ccc(CS(=O)(=O)c2ccc(Br)cc2)o1
assay / entry	11	12	13	14	15	16	17	18	19	20
hIAP block	-10	11	·	-6	1	17	14	1	6	-7
APOBEC3G inh	1	-2	-2	-8	35	-4	-1	-12	-5	1
tim10-1 inh	0	7	12	11	30	-17	-5	15	24	2
APOBEC3A inh	0	-2	-1	3	0	-3	0	-5	-2	9
mIAP activ	0.92	0.96	1	0.99	0.9	1.1	1	0.73	0.92	0.92
NLRP3 yeast inh	4	-12	·	5	9	3	17	26	-10	20
mIAP inh	8	4	-4	1	10	-10	0	27	8	8
TIM10 inh	0	7	-11	8	-23	-12	6	-10	12	-1
MIN6 prolif	-6	2	·	1	0	-1	-1	0	3	0

(21) N#CCC(=O)NNC(=S)Nc1ccccc1C(F)(F)F
(22) CC1CCN(S(=O)(=O)c2ccc3c(c2)CCN3C(=O)CCC(=O)O)CC1
(23) CCOc1ccc(NS(=O)(=O)c2cc(NC(=O)CCC(=O)c3cccs3)ccc2Cl)cc1
(24) CC(C)CC(=O)NC(=S)Nc1ccc(S(=O)(=O)N2CCN(C)CC2)cc1
(25) CCN(CC)C(=O)CSc1nnc(-c2ccccc2)n1-c1ccccc1
(26) CC1CCCN(CCCNC(=O)c2cc3c(s2)-c2ccccc2OC3)C1 (stereo not given)
(27) COc1ccccc1CNC(=O)C(=O)NCC1OCCN1S(=O)(=O)c1cccs1 (stereo not given)
(28) O=C(NC(=S)NC1CCSC1=O)c1ccccc1Cl (stereo not given)
(29) Cc1oc(-c2cccs2)nc1CNC[C@H]1O[C@@H](n2cnc3c(N)ncnc32)[C@H](O)[C@@H]1O
(30) Cc1ccc(C(CC(=O)NCc2ccco2)c2ccc(OC(C)C)cc2)cc1 (stereo not given)
assay / entry	21	22	23	24	25	26	27	28	29	30
hIAP block	-41	4	-5	-8	-11	-7	2	-2	18	-15
APOBEC3G inh	1	-3	-2	-7	-6	-5	-2	-6	0	-7
tim10-1 inh	5	26	14	-3	18	-2	3	20	-1	30
APOBEC3A inh	5	-2	-2	-1	-5	-1	-4	-3	1	0
mIAP activ	0.96	0.97	1.1	0.96	1.1	1	1.1	0.87	0.96	1.1
NLRP3 yeast inh	21	5	8	8	5	6	2	-11	11	7
mIAP inh	4	3	-13	4	-6	0	-9	13	4	-11
TIM10 inh	18	-13	8	-21	16	4	13	5	5	5
MIN6 prolif	-7	0	-5	1	1	-7	1	-2	1	-3

(31) C=CCSc1nc(Oc2ccccc2)c2sccc2n1
(32) Cc1cccc(N(CC(=O)Nc2ccc(F)cc2)S(C)(=O)=O)c1
(33) O=C(Nc1ncc(S(=O)(=O)c2ccc([N+](=O)[O-])cc2)s1)c1ccc2ccccc2c1
(34) C=CCNC(=O)c1ccccc1NS(=O)(=O)c1ccccc1
(35) OC(COc1ccc(OCC(O)CN2CCCCCC2)cc1)CN1CCCCCC1 (stereo not given)
(36) O=C(N/C=N/OCc1ccc(Cl)cc1Cl)NOCc1ncc(C(F)(F)F)cc1Cl
(37) O=C(N/N=C/c1ccc(F)cc1)c1ccc(Br)cc1
(38) COc1ccc(CC(=O)Nc2cccnc2)cc1
(39) CCOC(=O)/C=c1\s/c(=C\c2ccccc2C)c(=O)n1CC(=O)NCc1ccc2c(c1)OCO2
(40) Cc1nn(C)c(C)c1S(=O)(=O)N(CC(=O)N1CCc2ccccc2C1)c1ccc(C(C)C)cc1
assay / entry	31	32	33	34	35	36	37	38	39	40
hIAP block	-19	8	19	-2	7	-1	5	-10	14	26
APOBEC3G inh	1	-7	-2	-4	-5	-3	-7	-7	-12	2
tim10-1 inh	23	-6	10	-3	-8	6	1	-1	13	32
APOBEC3A inh	0	-4	2	0	2	0	-4	-7	-3	2
mIAP activ	0.89	1.1	0.94	1	0.98	0.91	0.95	0.96	0.92	0.94
NLRP3 yeast inh	5	-2	20	2	2	7	6	11	-12	16
mIAP inh	11	-6	6	-2	2	9	5	4	8	6
TIM10 inh	-12	-3	-31	-7	-16	17	2	-3	16	2
MIN6 prolif	0	0	-3	-3	-3	-7	1	5	-5	-3

(41) CCn1c(CC(=O)Nc2ccccc2)nnc1SCc1nc2ccccc2c(=O)[nH]1
(42) O=C(Nc1nnc(C2=COCCO2)o1)c1ccc(Cc2ccccc2)cc1
(43) COc1ccc(OC)c(S(=O)(=O)Nc2cccc(C(C)=O)c2)c1
(44) CCOc1ccccc1NC(=O)CCc1nnc2ccc(N3CCC(C)CC3)nn12
(45) COc1ccc(C(CNS(=O)(=O)c2ccccc2)N2CCN(C)CC2)cc1 (stereo not given)
(46) Cc1ccc(S(=O)(=O)CCC(=O)Nc2ccccc2C)cc1
(47) CCOC(=O)c1c(-c2ccc(F)cc2)cn2ccccc12
(48) CCOc1ccc(-n2c(-c3ccco3)n[nH]c2=S)cc1
(49) O=C(NCc1ccc2c(c1)OCO2)C1CCCN(S(=O)(=O)c2cccc3cccnc23)C1 (stereo not given)
(50) FCCCOc1ccc(/C=N/OCc2ccc(Cl)cc2)cc1
assay / entry	41	42	43	44	45	46	47	48	49	50
hIAP block	-5	-10	12	-11	-16	-9	-76	9	10	5
APOBEC3G inh	-3	-11	-4	-5	-9	-7	-9	24	-4	-7
tim10-1 inh	-2	32	-7	9	2	23	0	0	18	1
APOBEC3A inh	3	-4	1	-4	-4	-1	-6	-6	-2	-4
mIAP activ	0.9	0.95	0.99	1.1	1	1	1.1	1	0.87	0.97
NLRP3 yeast inh	10	0	9	5	0	4	13	26	8	27
mIAP inh	10	5	1	-11	0	-1	-7	0	13	3
TIM10 inh	-8	11	0	2	1	-1	1	11	3	-8
MIN6 prolif	0	-5	-3	-2	6	1	-3	-3	4	-2

Quoted from the listing.
compound 31 @ tim10-1 inh: 23
compound 11 @ mIAP inh: 8

(continued)
(51) Cc1c(C(=O)Nc2ccc(Nc3ccccc3)cc2)cccc1[N+](=O)[O-]
(52) O=C(CN1C(=O)NC(Cc2c[nH]c3ccccc23)C1=O)Nc1cccc(S(=O)(=O)N2CCCCCC2)c1 (stereo not given)
(53) COCCNCC(=O)NCC12CC3CC(CC(C3)C1)C2
(54) COc1cc(C(=O)NCc2nnc(SCC(=O)NCCc3ccccc3)o2)cc(OC)c1OC
(55) O=C(O)CCCn1cc(NC(=O)COc2cccc(Cl)c2)cn1
(56) COc1ccc(NC(=O)CCNC(=O)c2ccc([N+](=O)[O-])cc2)cc1S(=O)(=O)N1CCOCC1
(57) COc1ccc(C(CNC(=O)c2ccc(S(=O)(=O)N(C)C)cc2)N(C)C)cc1 (stereo not given)
(58) COc1ccc(NC(=O)/C(C#N)=C\c2ccc(OCc3ccc(C(=O)O)cc3)c(OC)c2)cc1
(59) CC(C)COC(=O)NC1c2ccccc2Oc2ccccc21
(60) O=C(CSCc1cc(=O)n2ccsc2n1)Nc1ccccc1
(61) CC1(C)Cc2c(sc(NC(=O)c3ccco3)c2C#N)C(C)(C)N1
assay / entry	51	52	53	54	55	56	57	58	59	60	61
hIAP block	9	-4	23	-4	-1	-8	-8	-7	0	8	4
APOBEC3G inh	-7	-7	-5	0	10	-8	-5	1	-2	-1	-3
tim10-1 inh	-4	7	0	-4	5	4	-8	6	2	17	-4
APOBEC3A inh	3	-1	-4	2	4	31	-2	-2	0	-6	-5
mIAP activ	0.99	1.2	0.99	0.99	1	0.93	0.98	0.91	1	1	0.96
NLRP3 yeast inh	26	2	2	7	-3	16	8	-12	12	3	7
mIAP inh	0	-22	1	1	-4	7	2	9	-3	-1	4
TIM10 inh	4	0	-10	-7	-7	1	-9	8	-12	9	-2
MIN6 prolif	-2	-4	0	-1	0	-1	-3	-1	-4	-2	1

Arranged by heavy-atom count (ascending): some entries from above
(37) O=C(N/N=C/c1ccc(F)cc1)c1ccc(Br)cc1
(60) O=C(CSCc1cc(=O)n2ccsc2n1)Nc1ccccc1
(27) COc1ccccc1CNC(=O)C(=O)NCC1OCCN1S(=O)(=O)c1cccs1 (stereo not given)
(29) Cc1oc(-c2cccs2)nc1CNC[C@H]1O[C@@H](n2cnc3c(N)ncnc32)[C@H](O)[C@@H]1O
(39) CCOC(=O)/C=c1\s/c(=C\c2ccccc2C)c(=O)n1CC(=O)NCc1ccc2c(c1)OCO2
assay / entry	37	60	27	29	39
hIAP block	5	8	2	18	14
APOBEC3G inh	-7	-1	-2	0	-12
tim10-1 inh	1	17	3	-1	13
APOBEC3A inh	-4	-6	-4	1	-3
mIAP activ	0.95	1	1.1	0.96	0.92
NLRP3 yeast inh	6	3	2	11	-12
mIAP inh	5	-1	-9	4	8
TIM10 inh	2	9	13	5	16
MIN6 prolif	1	-2	1	1	-5
